GAA inhib = alpha-glucosidase (human) inhibition; AID 1466; P10253; purified human GAA, 4-MU-alpha-glucoside fluorescence; Potency, µM (titrated, usually from 76.9 µM), for the others: at the top dose activity change, negative = inhibition, most hits filed as inhibitors; 200,000 compounds, 0.005% hits;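 further: plate controls were uninhibited enzyme wells for no effect and no-enzyme background for full effect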
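Human alpha-glucosidase, 4 nM, pre-mixed with test compounds before 400 uM 4-methylumbelliferyl substrate; 20 min room temperature at pH 5.0. Fluorescence read after pH 10 stop; AC50 values from Hill-equation fits.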
GLA spleen mod = inhibitors or activators of human alpha-galactosidase in spleen homogenate; AID 2107; human spleen homogenate, 4MU-alpha-Gal fluorescence, 40 min; Potency, µM (doses to about 80 µM), for inactives: at the highest dose activity change, negative = inhibition, hits mostly inhibitors; 240,000 compounds, 0.008% hits;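 further: 0% = enzyme with vehicle and -100% = no enzyme basal signal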
Target sequence (P06280 32-429 limits assumed): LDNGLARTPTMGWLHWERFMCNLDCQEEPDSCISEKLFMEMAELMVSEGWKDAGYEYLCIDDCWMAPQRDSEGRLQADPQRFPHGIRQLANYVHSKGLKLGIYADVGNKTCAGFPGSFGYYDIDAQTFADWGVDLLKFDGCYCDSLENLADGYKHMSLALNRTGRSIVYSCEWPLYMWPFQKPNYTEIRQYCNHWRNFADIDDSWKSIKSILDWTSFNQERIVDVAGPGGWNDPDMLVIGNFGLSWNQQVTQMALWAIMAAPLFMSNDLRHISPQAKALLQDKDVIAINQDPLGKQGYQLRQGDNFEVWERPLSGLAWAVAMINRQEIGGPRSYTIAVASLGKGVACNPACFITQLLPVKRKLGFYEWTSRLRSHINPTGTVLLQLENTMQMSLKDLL
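Human spleen homogenate (1 ug) was the enzyme source, with 4-methylumbelliferyl-alpha-D-galactopyranoside (1 mM final) in pH 5.0 citrate buffer with 0.01% Tween-20. Compounds were titrated; after 40 min at 37C, NaOH/glycine stop, 4-MU fluorescence read; AC50 from Hill fits.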
Epigenetic reg = derepresses silenced GFP reporter in murine cells | murine LDR cells, GFP reporter derepression, 30 h | Potency, µM (titrated, usually from 53.9 µM), without a hit: top-dose GFP activation, most hits filed as activators | 280,000 compounds, 0.2% hits | AID 1865; further: % of control where 0% means no effect; nearly all actives have a fitted effect of over 60% in size
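In this reporter-derepression format, murine cells bearing a silenced integrated CMV-GFP locus incubate with test compound (30 h, 37 C), then are washed and imaged; fluorescent objects of 20–120 um count as induced cells.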
NPSR antag = neuropeptide S receptor (human) antagonism, cAMP; 220,000 compounds, 1% hits; Potency, µM (highest dose often 38.3 µM), without a hit: at the highest dose activity change, negative = inhibition, hits mostly inhibitors; CHO-NPSR cells, cAMP TR-FRET, antagonist mode; Q6W5P4; further: on the % scale 0 is the no-effect control and ±100 the full control effect; nearly all actives have a fitted effect of over 50% in size; many of its hits are not listed in these tables
Target sequence (Q6W5P4 whole entry, looked up): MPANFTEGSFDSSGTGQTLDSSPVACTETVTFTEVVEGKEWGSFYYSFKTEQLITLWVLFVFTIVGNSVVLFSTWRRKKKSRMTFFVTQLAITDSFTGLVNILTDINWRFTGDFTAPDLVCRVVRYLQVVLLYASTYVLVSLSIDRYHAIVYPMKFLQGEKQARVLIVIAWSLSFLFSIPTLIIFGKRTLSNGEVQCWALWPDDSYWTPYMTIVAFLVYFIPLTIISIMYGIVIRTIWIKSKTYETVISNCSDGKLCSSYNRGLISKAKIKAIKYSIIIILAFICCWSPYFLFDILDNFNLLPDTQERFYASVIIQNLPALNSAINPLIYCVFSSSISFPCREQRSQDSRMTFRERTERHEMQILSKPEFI
aGlu spleen mod = inhibitors or activators of human alpha-glucosidase in spleen homogenate | human spleen homogenate, 4-MU-alpha-glucoside fluorescence | AID 2112 | P10253 | 240,000 compounds, 0.006% hits | Potency, µM (highest dose often 79.9 µM), for the others: at the top dose activity change, negative = inhibition, actives largely listed as inhibitors;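 further: 0% = enzyme with vehicle and -100% = no enzyme basal signal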
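Human spleen homogenate (1 ug) with 4-methylumbelliferyl-alpha-D-glucopyranoside (1 mM final) in 50 mM citrate/phosphate pH 5.0, 0.01% Tween-20; 40 min at 37 C. Stopped at pH 10; 4-MU fluorescence Ex 365/Em 440 nm; AC50 by Hill fit.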
Tau fluor counter = counter-screen for tau fibril formation inhibitors; tau K18 P301L Alexa594 fluorescence, heparin fibrillization; Potency, µM (titrated, usually from 57.7 µM), for the others: at the highest dose activity change, negative = decrease; 280,000 compounds, 0.93% hits; AID 1463; further: on the % scale 0 is the no-effect control and ±100 the full control effect; nearly all actives have a fitted effect of over 55% in size
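Human tau K18 P301L (15 uM unlabeled, 0.24 uM Alexa 594-labeled) in 100 mM sodium acetate pH 7 with 20 uM heparin, 6 hr at 37 C. ThT 30 uM added, 1 hr ambient; Alexa 594 FP and total fluorescence read at 555/632 nm.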
ALDH1A1 inh = blocks purified human ALDH1A1 activity | P00352 | Purified ALDH1A1, NADH fluorescence, propionaldehyde substrate | Potency, µM (series often up to 75.3 µM), inactives show top-dose activity, negative = inhibition, usual class: inhibitors | 220,000 compounds, 7.3% hits | AID 1030; active means well fitted inhibition curve with a large enough effect, not every such curve was filed as active; inconclusive means small, poorly fitted or top-dose-only effect, or another doubt; inactive means no such curve, though single readings can be large or run the other way;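 further: plate controls were no enzyme wells and a reference inhibitor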
GAA glycogen mod = GAA glycogen-cleavage inhibition or activation; recombinant GAA, glycogen substrate, Amplex Red glucose oxidase fluorescence; Potency, µM (series often up to 76.4 µM), for inactives: top-dose activity change, negative = inhibition, most hits filed as inhibitors; 300,000 compounds, 0.38% hits; P10253;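 further: 0% = full enzyme reaction and -100% = no-enzyme basal signal; the screen sought inhibitors and activators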
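Recombinant human alpha-glucosidase (4 nM final) hydrolysed bovine liver glycogen (30 ug) for 40 min at 37 C in pH 5.0 citrate/phosphate with 0.01% Tween-20. Released glucose detected by glucose oxidase/Amplex Red, Ex 573/Em 610 nm. Compounds up to 77 uM; AC50 from Hill fits.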
Active calls of the source: *; u = inconclusive; x = no result given; [ ] = another dose, or the depositor's remark. Unless noted, the call rests on the fitted dose curve; in most records, active means well fitted curve in the direction sought with a large enough effect; inconclusive means small, poorly fitted or top-dose-only effect, or another doubt; inactive means no such curve, though single readings can be large; an effect the other way counts as inactive or inconclusive. Potency means the concentration at half of the fitted maximal effect. These rows are one share of the data, so the mix of outcomes need not match the whole.

smiles	GAA inhib	GLA spleen mod	Epigenetic reg	NPSR antag	aGlu spleen mod	Tau fluor counter	ALDH1A1 inh	GAA glycogen mod
Cc1ccc(N2CC(C(=O)Nc3ccc4c(c3)OCCO4)CC2=O)cc1 (stereo unspecified)	-3.8%	-2.7%	2.2%	-3.1%[46.1 µM]	-21.6%	-1.9%	-6.0%	-0.5%
COc1ccc(Br)cc1CNC(=O)C1CCCN(c2nc3ccccc3o2)C1 (stereo unspecified)	0.1%	-2.6%	-2.1%	-29.7%[46.1 µM]	-3.8%	-6.8%	13.7%	12.3%
Clc1ccccc1CN1CCN(/N=C/C=C/c2ccco2)CC1	x	0.7%	-0.5%	21.8%	-11.8%	-29.5%	x	-7.2%
NC(N)=NS(=O)(=O)c1ccc(N=C2C(=O)Nc3ccccc32)cc1	-0.1%	-1.4%	2.1%	-14.1%	10.6%	-10.7%	u	1.2%
COc1ccc(C2C(C#N)=C3NC(=O)c4c(sc5c4CCCCC5)N3C3=C2C(=O)CC(C)(C)C3)cc1 (stereo unspecified)	-2.8%	2.3%	-0.4%	u	-0.3%	-4.6%	-2.7%	-1.3%
CC[C@H](C)[C@H](NC(N)=O)C(=O)NCCc1ccc(OC)cc1	-3.6%[15.4 µM]	5.1%	-1.7%	-37.2%	0.5%	7.4%	-5.2%	-6.1%
O=C(Nc1ccc(F)cc1)NC1CCCCC1	-1.6%	7.2%	2.9%	9.5%[46.1 µM]	1.2%	-10.4%	7.4%	-3.4%
COc1cc(/C=N/n2cnnc2)ccc1OCCSc1ccc(C)cc1	-1.9%	1.9%	-2.0%	-0.6%[46.1 µM]	-4.5%	-12.7%	5.0%	11.4%
COc1ccc(OCCNc2cc(N3CCCCC3)ccc2[N+](=O)[O-])cc1	-0.6%	4.6%	-2.3%	-18.8%[46.1 µM]	13.7%	u	u	5.2%
O=C(Nc1ccccc1-c1ccccc1)C12CC3CC(CC(C3)C1)C2	5.8%	-3.5%	-0.9%	u	-7.9%	1.0%	-7.1%	4.0%
O=C(N/C(=C\c1cn(-c2ccccc2)nc1-c1ccccc1)C(=O)N1CCOCC1)c1ccccc1	7.6%	8.1%	0.0%	24.3%	-16.9%	-5.8%	u	15.7%
O=c1[nH]c(CN2CCC(c3nc4ccccc4s3)CC2)nc2sc3c(c12)CCC3	-5.2%	7.6%	2.9%	-2.6%[46.1 µM]	6.7%	2.9%	-2.0%	5.0%
CCOc1cc(N2CCOCC2)c(OCC)cc1NC(=O)C(C)C	x	-2.5%	0.0%	3.2%	3.4%	3.7%	x	9.8%
CCOC(=O)C1=C(C)N(c2ccc(OCC)cc2)C(=O)/C1=C\c1ccco1	-9.7%	-7.5%	-2.5%	-49.7%	-5.9%	-21.9%	u	-14.8%
Cn1c(N)c(C(=O)c2ccccc2)c(=O)n(C)c1=O	-1.1%	7.2%	2.7%	-10.6%[46.1 µM]	0.7%	-1.7%	3.8%	-4.6%
CC(C)(C)C(=O)Nc1ccc(C(=O)N/N=C/C2CC3C=CC2C3)cc1 (stereo unspecified)	7.1%	7.3%	6.7%	6.1%	-4.5%	-4.5%	u	1.6%
COC(=O)N/N=C/c1cc([N+](=O)[O-])cc(Br)c1O	-11.4%	-1.3%	1.0%	-3.4%[46.1 µM]	-3.3%	-3.9%	u	16.8%
CC(Sc1nnnn1-c1ccccc1)C(=O)Nc1ccccc1-c1ccccc1 (stereo unspecified)	-8.8%	-1.7%	-1.5%	-21.8%	-1.1%	-17.8%	u	0.2%
C=CCc1ccc(OCCCOc2ccc(C)cc2OC)c(OC)c1	-13.8%	-7.8%	-2.9%	-3.1%[46.1 µM]	3.0%	-10.2%	-1.0%	7.8%
COCC(=O)Nc1ccccc1NC(C)=O	-5.9%	3.0%	0.0%	4.3%[46.1 µM]	-2.7%	5.8%	10.7%	-2.6%
Cc1cccc(NC(=S)NNC(=O)c2ccccc2OC(F)F)c1	-11.9%	3.5%	-1.0%	-20.8%[46.1 µM]	-2.0%	-17.0%	9.46µM*	-23.7%
CC1=CC(=O)C(C(C)C)=CC1=NC(=O)c1ccc(C)cc1	-4.4%	-4.7%	-0.5%	-50.0%	1.5%	-4.4%	17.8µM*	5.6%
O=C(NCCCN1CCOCC1)c1ccc(Sc2ccc(F)cc2)c([N+](=O)[O-])c1	-1.8%	-1.4%	-0.9%	12.4%	-3.4%	-19.3%	14.6%	4.1%
CC(C)C1C(C#N)=C(N)Oc2n[nH]c(C(C)(C)C)c21 (stereo unspecified)	6.3%	6.4%	0.0%	-1.0%[46.1 µM]	2.6%	-13.0%	3.0%	0.7%
O=C(Nc1ccc(-c2nnc(-c3ccccc3)o2)cc1)C1CCCO1 (stereo unspecified)	4.4%	7.8%	0.7%	-18.1%[46.1 µM]	-1.2%	-8.3%	u	-6.0%
COc1cccc(/C=N/NC(=O)c2cnccn2)c1OC	x	-0.3%	-1.0%	-11.0%	-7.0%	-1.9%	x	-22.5%
N#Cc1cnc(NOCc2ccc(Cl)cc2)nc1	-0.3%	1.3%	1.1%	1.3%	-1.6%	-4.6%	6.0%	-0.2%
O=C(O)c1cc2nc(-c3cccs3)cc(C(F)(F)F)n2n1	-2.5%	-4.3%	-6.8%	2.9%	0.0%	3.8%	u	u
Cc1occc1C(=O)NC(C)CCc1ccccc1 (stereo unspecified)	-1.5%	22.8%	-0.9%	-5.2%[46.1 µM]	0.9%	-0.4%	-1.6%	2.1%
CSc1nc2c(c(=O)n1-c1ccccc1)SCC2	4.6%	-5.7%	0.0%	10.8%[46.1 µM]	2.6%	20.7%	-8.9%	-6.3%

(listing goes on)
smiles	GAA inhib	GLA spleen mod	Epigenetic reg	NPSR antag	aGlu spleen mod	Tau fluor counter	ALDH1A1 inh	GAA glycogen mod
Cc1ccc2[nH]c(=O)c(CC=C(Cl)Cl)c(C)c2c1	-4.0%	2.2%	1.1%	4.3%	2.9%	2.3%	5.9%	3.5%
c1ccc(-c2cc(-c3ccc(N4CCOCC4)cc3)nc3ccccc23)cc1	12.7%	28.1%	0.0%	-13.6%	4.3%	u	u	-2.3%
C(=N\Nc1nc(N2CCOCC2)nc(N2CCOCC2)n1)/c1ccncc1	-13.6%	5.1%	1.0%	-9.1%[46.1 µM]	-9.9%	-0.2%	-4.1%	14.2%
CCn1c(=NC(=O)CSC(C)=O)sc2cc(F)ccc21	-7.6%	3.3%	0.6%	u	0.9%	-1.7%	u	4.9%
CCOC(=O)C1(CCSC)NC(c2ccco2)C2C(=O)N(C)C(=O)C21 (stereo unspecified)	-3.2%	4.8%	1.1%	4.3%[46.1 µM]	4.2%	5.2%	7.3%	3.3%
CC1CCN(c2ccc(NC(=O)c3cccnc3Cl)cc2)CC1	7.4%	-3.3%	0.0%	19.5%	-0.3%	-1.6%	u	3.6%
Cc1ccc(N(CC(=O)N2CCOCC2)S(C)(=O)=O)cc1C	-10.0%	3.9%	-1.5%	-6.3%[46.1 µM]	-2.3%	-10.7%	10.7%	-12.1%
C#CC1(O)CC(C)N(C)C(C)C1 (stereo unspecified)	-2.2%	3.1%	9.5%	-8.7%[46.1 µM]	-3.6%	10.7%	u	-5.1%
CC1CC1C(=O)Nc1nc(-c2ccccn2)cs1 (stereo unspecified)	-14.2%	14.2%	0.1%	-8.2%[46.1 µM]	8.0%	-11.2%	10µM*	-6.1%
Nc1nc2sc3c(c2c(=O)s1)CCCC3	0.5%	1.9%	-0.8%	5.5%[46.1 µM]	0.9%	-29.0%	-13.0%	-1.3%
C/C(=N\NC(=O)COc1ccc(C#N)cc1)c1ccc(N2CCOCC2)cc1	0.7%	-2.5%	0.0%	-4.4%	-1.6%	-9.8%	u	-14.0%
COc1ccccc1CNC(=O)Cc1ccc(C)cc1	5.1%	4.7%	-0.7%	-3.9%	-13.8%	4.9%	-7.4%	15.2%
COc1ccc(-c2csc(-c3ccccc3)n2)c(OC)c1	-3.7%	6.3%	-1.6%	-13.8%	0.2%	u	-2.0%	6.6%
NNC(=O)c1nc[nH]c1C(=O)Nc1ccccn1	-12.5%	0.2%	-2.0%	13.8%	-3.2%	-3.9%	22.4µM*	u
Clc1ccc(OCCCCCN2CCCC2)c(Br)c1	-3.3%	11.1%	-0.9%	10.7%	4.4%	-0.8%	-0.3%	1.3%
COc1ccc(-c2nn(-c3ccccc3)cc2N)cc1	2.6%	7.0%	-3.5%	-2.4%	3.3%	u	u	-5.9%
Cn1c(N)c(C(=O)COC(=O)CCc2nc3ccccc3s2)c(=O)n(C)c1=O	10.9%	5.0%	-1.6%	10.5%	3.3%	-1.2%	9.8%	3.5%
CCOC(=O)c1cnc(SCc2nc(N)nc(Nc3ccccc3OC)n2)nc1N	-1.8%	-1.1%	-1.1%	-7.7%[46.1 µM]	-6.4%	-13.6%	6.5%	-15.1%

Filtered by structure: the compounds so far with a nitro group on carbon.
smiles	GAA inhib	GLA spleen mod	Epigenetic reg	NPSR antag	aGlu spleen mod	Tau fluor counter	ALDH1A1 inh	GAA glycogen mod
COc1ccc(OCCNc2cc(N3CCCCC3)ccc2[N+](=O)[O-])cc1	-0.6%	4.6%	-2.3%	-18.8%[46.1 µM]	13.7%	u	u	5.2%
COC(=O)N/N=C/c1cc([N+](=O)[O-])cc(Br)c1O	-11.4%	-1.3%	1.0%	-3.4%[46.1 µM]	-3.3%	-3.9%	u	16.8%
O=C(NCCCN1CCOCC1)c1ccc(Sc2ccc(F)cc2)c([N+](=O)[O-])c1	-1.8%	-1.4%	-0.9%	12.4%	-3.4%	-19.3%	14.6%	4.1%
